From PubChem
3T3 cytotox = kills NIH 3T3 cells | NIH 3T3 viability, CellTiter-Glo ATP luminescence, 48-72 h | Potency, µM (doses to about 96.7 µM), without a hit: at the top dose activity change, negative = cytotoxicity, most hits filed as inhibitors | 94,000 compounds, 4.3% hits | AID 1345082; note: potency is the fitted concentration of half-maximal effect; nearly all actives have a fitted effect of over 55% in size
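Viability of NIH 3T3 cells after 48 or 72 hr compound treatment at 37 °C was assessed by CellTiter-Glo, with luminescence imaged following a 10 min room-temperature step.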
SNCA expr inhib = reduces expression of the alpha-synuclein gene | AID 1671194 | 140,000 compounds, 0.17% hits | HEK-293 SNCA-luciferase knock-in, luminescence, 24 h | Potency, µM (doses to about 57.2 µM), inactives show top-dose activity change, negative = inhibition, usual class: inhibitors;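 note: potency is the fitted concentration of half-maximal effect; plate controls were DMSO cells for no effect and cell-free wells for full effect; nearly all actives have a fitted effect of over 45% in size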
HEK293 tox = HEK 293 cell cytotoxicity. HEK 293 viability, ATP luminescence (CellTiter-Glo), 48-72 h. Potency, µM (series often up to 115 µM), for the others: at the top dose activity change, negative = cytotoxicity, most hits filed as inhibitors. 94,000 compounds, 6.6% hits; note: potency is the fitted concentration of half-maximal effect; nearly all actives have a fitted effect of over 60% in size
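HEK 293 seeded at 250 cells/well receive compound via pintool. After 48 or 72 hr at 37 degree Celsius, 5% CO2 and 95% humidity, CellTiter-Glo is dispensed and luminescence read following 10 min at room temperature.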
Luciferase inh = Photinus pyralis luciferase inhibition. P08659. purified P. pyralis luciferase, luminescence, biochemical. Potency, µM (doses to about 115 µM), for the others: at the highest dose activity change, negative = inhibition, hits mostly inhibitors. 76,000 compounds, 2.5% hits; note: potency is the fitted concentration of half-maximal effect; nearly all actives have a fitted effect of over 65% in size
Target sequence (P08659 whole entry, looked up): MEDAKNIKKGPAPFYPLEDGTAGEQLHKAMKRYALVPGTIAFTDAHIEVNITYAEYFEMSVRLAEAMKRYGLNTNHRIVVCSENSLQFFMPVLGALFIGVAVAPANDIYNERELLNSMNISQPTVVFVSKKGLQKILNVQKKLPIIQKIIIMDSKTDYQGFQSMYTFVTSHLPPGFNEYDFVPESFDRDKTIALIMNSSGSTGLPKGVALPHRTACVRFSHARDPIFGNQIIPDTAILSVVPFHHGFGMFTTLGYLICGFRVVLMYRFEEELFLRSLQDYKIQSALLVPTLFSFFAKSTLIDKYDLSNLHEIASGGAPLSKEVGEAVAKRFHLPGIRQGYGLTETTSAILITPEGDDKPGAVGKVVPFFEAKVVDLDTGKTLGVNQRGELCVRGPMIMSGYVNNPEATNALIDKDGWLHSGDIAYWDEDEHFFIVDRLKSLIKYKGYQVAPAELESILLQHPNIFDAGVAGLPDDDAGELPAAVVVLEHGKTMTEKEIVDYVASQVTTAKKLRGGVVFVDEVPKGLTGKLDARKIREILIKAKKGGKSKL
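Luminescence read by CCD imaging after purified firefly luciferase (10nM final) was added to substrate buffer holding 10uM D-luciferin and 10uM ATP, pH 7.5, pre-dosed with compound.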
GPT2 inh = inhibitors of human GPT2 alanine aminotransferase; Potency, µM (highest dose often 57.7 µM), inactives show top-dose activity change, negative = inhibition, hits mostly inhibitors; Q8TD30; Recombinant GPT2, coupled pyruvate oxidase/HRP Amplex Red fluorescence; 100,000 compounds, 0.25% hits; note: potency is the fitted concentration of half-maximal effect; nearly all actives have a fitted effect of over 60% in size; many of its hits are not listed in these tables
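Recombinant GPT2 (10ng/uL) with 250uM a-KG and 2mM L-alanine, 30 min at room temperature, in HEPES pH 7.5 buffer. Pyruvate detected by pyruvate oxidase/HRP/Amplex Red fluorescence after 30 min in the dark; AOA (50uM) as positive control.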
HEK293 viab = cell viability loss counter-screen | HEK-293-SNCA-luc viability, GF-AFC fluorescence, 24 h | Potency, µM (top dose mostly 57.1 µM), for the others: at the highest dose activity change, negative = cytotoxicity, actives largely listed as cytotoxic | 150,000 compounds, 0.12% hits;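 note: potency is the fitted concentration of half-maximal effect; 0% = DMSO-treated cells and -100% = medium-only wells without cells; nearly all actives have a fitted effect of over 30% in size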
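HEK-293-SNCA-luc cells (1500/well) plated 24 h, then exposed 24 h to a dilution series; GF-AFC added 30 min at 37C, fluorescence 405/540 nm; normalised to medium-only and DMSO wells, Hill fit.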
IP6K1 inhibitor = blocks human inositol hexakisphosphate kinase 1; IP6K1 kinase, ADP-Glo luminescence, 2 h; active compounds read low; activity change, % (series mostly up to about 58 µM); 140,000 compounds, 0.81% hits; AID 1645851; in the data active = activity change below about -25%
Target sequence (Q92551 whole entry, looked up): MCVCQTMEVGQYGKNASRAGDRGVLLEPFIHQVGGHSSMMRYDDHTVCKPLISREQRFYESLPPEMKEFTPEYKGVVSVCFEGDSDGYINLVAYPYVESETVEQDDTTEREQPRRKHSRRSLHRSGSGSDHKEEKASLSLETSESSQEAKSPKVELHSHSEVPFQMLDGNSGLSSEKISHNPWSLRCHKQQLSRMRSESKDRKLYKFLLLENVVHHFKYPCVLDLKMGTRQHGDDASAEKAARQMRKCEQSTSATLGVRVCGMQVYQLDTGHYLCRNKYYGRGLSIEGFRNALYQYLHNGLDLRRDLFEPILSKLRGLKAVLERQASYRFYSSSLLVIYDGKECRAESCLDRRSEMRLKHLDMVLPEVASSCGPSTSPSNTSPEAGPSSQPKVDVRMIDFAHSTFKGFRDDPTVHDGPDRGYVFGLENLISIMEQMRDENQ
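ADP-Glo luminescence measures ADP made by human IP6K1 during a 2 h RT reaction with ATP/IP6 (mix at 1.3 mM/130 uM); top library doses 57.5 and 19.1 uM final.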
* hit, by the source's call; i = inactive; ? = inconclusive; . = no result given; [ ] = remark or other dose. Unless noted, calls come from the whole dose curve; as a rule, active = well fitted curve in the direction sought with a large enough effect; inconclusive = small, poorly fitted or top-dose-only effect, or another doubt; inactive = no such curve, though single readings can be large; an effect the other way counts as inactive or inconclusive. Unless noted, % is set by controls: 0 for no effect and ±100 for the full control effect. Not all compounds are listed; the hit share may differ from the screen's.

cpd | molecule | 3T3 cytotox | SNCA expr inhib | HEK293 tox | Luciferase inh
1 | NC1CC(c2cc(NCCN3N=C(c4ccccc4)CCC3=O)ncn2)C1 (stereo not given) | -10% | -20% | -18% | 8%
2 | COc1ccc(C(=O)Nc2ccc3nc(SCC(=O)N4CCCc5ccccc54)sc3c2)cc1 | . | -20% | . | .
3 | O=C(Nc1ccccc1Cl)C1CCCN(Cc2cccc(-c3ccc(F)cc3F)c2)C1 (stereo not given) | 35µM* | -28% | 32µM* | .
4 | O=c1[nH]ccc2nc(-c3ccc(CN4CCC(c5nc(-c6ccccn6)n[nH]5)CC4)cc3)c(-c3ccccc3)cc12 | . | . | . | .
5 | C[S+](=O)([O-])N1CC2ON=C(C(=O)N3CCOCC3)C2C1 (stereo not given) | i | -6% | i | .
6 | O=C(CC1CCOCC1)N1CCc2ccccc21 | i | 67%[activator] | 4% | -27%
7 | Cc1ccc(C(=O)N2CCN(c3nnc4cccc(C)n34)CC2)cc1F | -17% | 28% | -4% | -2%
8 | O=C(CCO[C@@H]1O[C@H](CO)[C@@H](O)[C@H](O)[C@H]1O)c1ccc(O)cc1 | . | . | . | .

cpd | GPT2 inh | HEK293 viab | IP6K1 inhibitor
1 | i[11.5 µM] | -3% | 46
2 | . | -10% | 10
3 | -5% | -17% | -12
4 | 0% | -28% | -14
5 | 1% | 7% | -4
6 | i | -5%[12.5 µM] | 7
7 | -10% | -7% | 48
8 | i | -10% | -3

(next part)
cpd | molecule | 3T3 cytotox | SNCA expr inhib | HEK293 tox | Luciferase inh
9 | O=C(Cn1nc(N2CCN(c3ccccc3)CC2)ccc1=O)NCc1cccc(Cl)c1 | . | -25% | . | .
10 | Cc1nc(C)c(CC(=O)N(Cc2ccccc2)Cc2scnc2C)s1 | ? | 15% | -17% | 5%
11 | CCOC(=O)c1c(C)[nH]c(C)c1S(=O)(=O)NCC(=O)NCc1cccc(Br)c1 | . | -23% | . | .
12 | CCc1ccc(CNC(=O)[C@H]2CCC[C@H]2NC(=O)c2ccc(OC)cc2)cc1 | 0% | -3% | i | -7%
13 | Cc1cnc(C)c(-c2cc(O)c3c(c2)CN(C(=O)C2CCNC2)CCO3)n1 (stereo not given) | i | -9% | i | -1%
14 | COc1cccc(CCNC(=O)c2cc(-c3ccccc3C(F)(F)F)nc3c2cnn3C)c1 | ? | . | ? | .
15 | COc1ccc(Cl)c(Cn2c(NCCN)nc3c2c(=O)n(C)c(=O)n3C)c1 | . | -21% | . | .
16 | CC(C)(C)CNc1ccc(C(=O)N2CCC(CN3CCCC3=O)CC2)cn1 | -8% | -28% | -11% | -13%

cpd | GPT2 inh | HEK293 viab | IP6K1 inhibitor
9 | . | -3% | -12
10 | 0% | 1% | 3
11 | . | -3% | 31
12 | 0% | -16% | 17
13 | i | -3% | 7
14 | . | . | 13
15 | . | -21% | 4
16 | ? | 9% | 41

(next part)
cpd | molecule | 3T3 cytotox | SNCA expr inhib | HEK293 tox | Luciferase inh
17 | CC(=O)Nc1ccc(Nc2ncnc3c2c(-c2ccccc2)cn3-c2ccccc2)cc1 | . | 0% | . | .
18 | O=C(NCc1cccs1)c1cc(-c2cccs2)c2cccn2n1 | ? | 42%[activator] | 50µM* | .
19 | CCOc1cc(CNC(=O)c2ccc3c(c2)N(C)C(=O)C2CCCCN32)ccc1OC (stereo not given) | . | 39%[activator] | . | .
20 | O=C(NCc1cccc(Cl)c1)c1ccc2nnc(Cc3ccc(Cl)cc3)n2c1 | ? | -2% | 45µM* | .
21 | O=C(Nc1ccc(Br)cc1)c1cnc(-c2ccc(F)cc2)nc1-c1ccncc1 | ? | 5% | ? | -3%
22 | C=CCNc1ncnc2c1CCN(C(=O)Cc1c[nH]c(=O)[nH]c1=O)CC2 | -7% | -16% | -6% | 6%
23 | O=C(O)C1CCc2nnc(C3CCCN(S(=O)(=O)c4cccs4)C3)n21 (stereo not given) | i | 2% | i | .
24 | Cc1oc2c(c1C(=O)N1CCOCC1)CN(C(=O)c1ccnn1C)CC2 | i | -6% | -5% | -10%

cpd | GPT2 inh | HEK293 viab | IP6K1 inhibitor
17 | . | 6% | 16
18 | -3% | 10% | -2
19 | . | 11% | -2
20 | 1% | -22% | -19
21 | -4% | -19% | 7
22 | i | -2% | 0
23 | i | -2% | -1
24 | ? | 0% | 7

Going on with the list:
cpd | molecule | 3T3 cytotox | SNCA expr inhib | HEK293 tox | Luciferase inh
25 | CNC(=O)[C@H]1C[C@H](Oc2ccccc2)CN1C(=O)c1ccccn1 | 1% | -25% | -6% | 5%
26 | COc1cc(/C=C/C(=O)O[C@H]2C[C@@H]3C(C(=O)O)=CO[C@@H](O[C@@H]4O[C@H](CO)[C@@H](O)[C@H](O)[C@H]4O)[C@@H]3[C@H]2C)ccc1O | . | . | . | .
27 | CCn1ncc(N2CCCC(CC(=O)NCc3cccs3)C2)cc1=O (stereo not given) | -33% | 31%[activator] | -8% | -9%
28 | NC(=O)[C@@H]1C[C@H](Oc2ccccc2)CN1C(=O)Cc1ccccc1 | 3% | -9% | -1% | .
29 | CS(=O)(=O)N1CC2(CCN(Cc3cccc(C(N)=O)c3)CC2)Cc2ccccc21 | -32% | -2% | -33% | .
30 | CNC(=O)c1cc(C)nc2onc(C3CCCN(C(=O)COC)C3)c12 (stereo not given) | i | . | 3%[172 µM] | .
31 | CC(C)c1ccc(Nc2cc(C(=O)NC3CCCCC3)c3ccccc3n2)cc1 | . | 28% | . | .
32 | CCCn1c2ccccc2c2cnn(CC(=O)NCCc3ccc(OCC)c(OCC)c3)c(=O)c21 | . | 0% | . | .

cpd | GPT2 inh | HEK293 viab | IP6K1 inhibitor
25 | i | -3% | 33
26 | i | -3%[23.9 µM] | -1
27 | i | -8% | 9
28 | i | 11% | 2
29 | -4% | -1% | 5
30 | . | . | -14
31 | . | -8% | 0
32 | . | 0% | -2

Continuation.
cpd | molecule | 3T3 cytotox | SNCA expr inhib | HEK293 tox | Luciferase inh
33 | CCn1c(C(=O)Nc2cc(C)cc(C)c2)cc2sc(Cl)cc21 | . | 5% | . | .
34 | Brc1csc(CN2CCc3nc(Nc4ccccc4)ncc3C2)c1 | . | 23% | . | .
35 | O=C(NC1CCCCC1)[C@@H]1C[C@@H](O)CN1C1CCN(C(=O)C2CCOCC2)CC1 | i | 11% | 0% | 6%
36 | CNC(=O)N1C[C@@H](CN(C)C)[C@H](NC(=O)c2cc(C)cc(C)c2)C1 | 4% | 5% | 4% | 7%
37 | COc1ccc(CCNC(=O)c2cn(C)c3ccc(S(=O)(=O)N4CCOCC4)cc3c2=O)cc1OC | . | -11% | . | .
38 | COc1ccc2c(c1)nc1n2[C@@H](CNC2CCN(C(C)=O)CC2)COC1 | 3%[138 µM] | 17%[87.6 µM] | i | 3%[172 µM]
39 | CS(=O)(=O)N1CCC2(CC1)SCC(=O)N2c1ccccc1 | -13% | 0% | -6% | -4%
40 | CCN1CC(C(=O)NCc2ccc(-c3ccc(F)cc3)o2)CCC1=O (stereo not given) | ? | -26% | -26% | -2%

cpd | GPT2 inh | HEK293 viab | IP6K1 inhibitor
33 | . | -4% | -5
34 | . | -12% | -1
35 | i | 8% | 12
36 | i | 4% | 17
37 | . | -1% | -13
38 | -1%[88.5 µM] | -1%[87.6 µM] | 3
39 | i | 16% | -3
40 | i | -18% | 4

(list continues)
cpd | molecule | 3T3 cytotox | SNCA expr inhib | HEK293 tox | Luciferase inh
41 | Cc1ccc(C(=O)N2CCC(N3C(=O)C4(CCCC4)C3c3ccccc3)CC2)s1 (stereo not given) | ? | ? | ? | -1%
42 | COc1ccc(C(=O)N[C@@H]2CCC[C@@H]2C(=O)NCCc2cccs2)cc1 | ? | -4% | ? | -8%
43 | O=C(NCCCc1ccccc1F)[C@@]12CNC[C@@H]1CN(Cc1ccccc1)C2 | 28µM* | 6% | 45µM* | 9%
44 | CCCCC(=O)Nc1ccc(C)cc1NC(=O)c1ccc(CN(C)C)o1 | -2% | 15% | -11% | 11%
45 | COC1C(=O)N(C2CCN(S(=O)(=O)Cc3ccccc3F)CC2)C12CCOCC2 (stereo not given) | -6% | -5% | 1% | 0%
46 | Cc1cnc(C(=O)N2CCC(N3C(=O)C(O)C34CCCCC4)CC2)cn1 (stereo not given) | -4% | -1% | -17% | -1%
47 | COc1cccc(CCC(=O)N2CCC3(CC2)CC(O)CCO3)c1 (stereo not given) | -15% | -20% | -15% | 5%
48 | O=C(Cn1nc2c(cc1=O)CCCC2)NCCn1ccc2ccc(F)cc21 | -1% | -13% | -10% | 4%
49 | CC(C)c1ccc(Nc2n[nH]c(C(O)c3ccccc3)n2)cc1 (stereo not given) | ? | 4%[87.6 µM] | ? | ?
50 | COc1ccccc1C(=O)N1CCN(c2nccc(Nc3ccccc3F)n2)CC1 | ? | -14% | ? | .
51 | COc1ccc(C(=O)N2CC[C@H]3C(=O)NCCCCCCN(Cc4ccncc4)[C@@H]3C2)cc1 | -14% | 3% | -1% | -1%

cpd | GPT2 inh | HEK293 viab | IP6K1 inhibitor
41 | -11% | 3%[12.5 µM] | -5
42 | -16% | -25% | 12
43 | -14% | -23% | -3
44 | 4% | -4% | -3
45 | -2% | -1% | 4
46 | i | -2% | -2
47 | 1% | -9% | 0
48 | -10% | -5% | 9
49 | i | -10%[87.6 µM] | -3
50 | 0% | -15%[12.5 µM] | 8
51 | i | -15% | 19
